# Screening results as filed in PubChem.
# ADAM17 inh: ADAM17 inhibition, QFRET primary screen; AID 720648; recombinant ADAM17, EDANS/DABCYL FRET peptide cleavage; inhibition, % at 6.95 µM; 370,000 compounds, 0.83% hits; P78536;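 active = inhibition above the mean of compounds lying between control limits plus 3 SD, set per campaign, cut at about 8.5% in these data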;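 note: 0% = DMSO-only wells as the low control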
# Tn7 DDE FP: disrupts Tn7 cyclic peptide binding to fibrin D-Dimer-E complex; P02675; FP displacement of FITC-Tn7 peptide from fibrin DD(E); 0% = median of compound wells per plate; inhibition, % at 8.3 µM; 370,000 compounds, 0.13% hits;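 active = inhibition above the mean of compounds falling within the control limits plus 3 SD of them, cut at about 14% in these data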;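 note: 0% = plate median of compound wells and 100% = 10 µM Aha-Tn7 peptide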
# Target sequence (P02675 whole entry, looked up): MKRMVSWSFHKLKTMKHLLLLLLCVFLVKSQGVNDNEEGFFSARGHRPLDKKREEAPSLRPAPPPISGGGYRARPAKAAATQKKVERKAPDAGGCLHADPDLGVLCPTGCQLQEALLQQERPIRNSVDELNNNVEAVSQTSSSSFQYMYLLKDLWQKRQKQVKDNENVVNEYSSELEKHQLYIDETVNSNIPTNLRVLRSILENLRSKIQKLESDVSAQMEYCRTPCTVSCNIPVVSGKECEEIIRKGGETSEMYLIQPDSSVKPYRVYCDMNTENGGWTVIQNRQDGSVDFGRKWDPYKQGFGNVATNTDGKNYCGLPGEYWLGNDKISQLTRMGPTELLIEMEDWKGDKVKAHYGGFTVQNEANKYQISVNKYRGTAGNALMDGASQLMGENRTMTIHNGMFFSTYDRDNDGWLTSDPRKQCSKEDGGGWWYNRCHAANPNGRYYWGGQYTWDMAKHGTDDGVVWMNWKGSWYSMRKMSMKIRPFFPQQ
#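 Assay system: Human clot-derived fibrin DD(E) complex | Buffer or medium: Tris/NaCl/CaCl2 buffer, pH 7.8 | Repeats: One replicate per compound | Benchmarks: Aha-Tn7 high control | Measure: % inhibition scaled between sample-field median and high-control FP | Schedule: 10 min plus 3 h, room temperature | Signal: Fluorescence polarization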
# ADAM10 inh: inhibitors of human ADAM10; O14672; recombinant ADAM10, EDANS/DABCYL FRET peptide cleavage, 3 h; inhibition, % at 7 µM; 370,000 compounds, 0.62% hits;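 active = inhibition above a per-campaign cutoff equal to the mean of compounds falling between control-based bounds plus 3 SD, cut at about 20% in these data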;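 note: 0% = DMSO wells while the 100% control is not disclosed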
# TDP2 absorb: TDP2 (human) inhibition, absorbance primary screen. AID 720702. inhibition, % at 12.8 µM. O95551. recombinant TDP2, T5PNP hydrolysis, p-nitrophenol absorbance 415 nm. 370,000 compounds, 0.34% hits;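 active = inhibition above the mean of all tested compounds plus 3 SD, set per campaign, cut at about 25% in these data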;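 note: 0% = DMSO with enzyme and 100% = buffer with substrate but no TDP2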
#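 System: recombinant human TDP2 / Amount: 120 nM TDP2 per well / Also added: 5 mM T5PNP chromogenic substrate / Doses: 12.8 µM single point, 1% DMSO / Incubation: 2 h at 37 °C / Detection: p-Nitrophenol epi absorbance / Evaluation: % inhibition relative to enzyme-containing and enzyme-free wells / Repeats: singlicate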
# ARFGAP1 inh: inhibits rat ARF GTPase activating protein 1; Q62848; AID 651572; Arfgap1-stimulated ARF1 GTP hydrolysis, GDP FP detection; inhibition, % at 16.5 µM; 360,000 compounds, 0.26% hits;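 active = inhibition above a per-plate limit, mean inhibition of low control wells plus 3 SD, cut at about 25% in these data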;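 note: 0% = DMSO wells with enzyme and 100% = wells lacking Arfgap1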
# Target sequence (Q62848 1-136 limits assumed): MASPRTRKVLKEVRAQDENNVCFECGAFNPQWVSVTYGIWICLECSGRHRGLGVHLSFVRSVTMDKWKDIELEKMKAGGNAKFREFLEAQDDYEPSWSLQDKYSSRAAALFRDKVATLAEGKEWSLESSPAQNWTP
#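 Repeats: one replicate per compound; assay system: rat Arfgap1 catalytic domain, aa 1-136; times: enzyme reaction 120 min at 25 °C after 20 min preincubation; detection: FP of antibody-bound GDP Alexa 633 tracer, ex 620/em 688 nm; benchmarks: high control wells lacking Arfgap1, low control full reaction with DMSO; reagent: human ARF1(Δ1-17)-GTP substrate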
# proKLK7 act: proKLK7 (human) activation, primary screen; 370,000 compounds, 0.9% hits; purified proKLK7, EDANS-DABCYL substrate fluorescence; 100% is mature enzyme control, 0% vehicle; P49862; activation, % at 7 µM;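 active = activation above the mean of all tested compounds plus 3 SD, computed per campaign excluding outliers beyond control limits, cut at about 13% in these data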
# Target sequence (P49862 whole entry, looked up): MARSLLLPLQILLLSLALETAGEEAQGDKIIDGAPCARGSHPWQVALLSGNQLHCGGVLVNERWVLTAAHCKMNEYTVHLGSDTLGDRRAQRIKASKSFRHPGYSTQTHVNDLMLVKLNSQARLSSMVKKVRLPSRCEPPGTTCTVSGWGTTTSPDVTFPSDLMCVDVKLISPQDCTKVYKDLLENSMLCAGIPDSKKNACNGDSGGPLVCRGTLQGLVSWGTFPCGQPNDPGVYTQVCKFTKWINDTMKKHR
# ASAP1 inh: blocks human ASAP1-stimulated Arf1 GTP hydrolysis. Q9ULH1. GDP FP detection. inhibition, % at 16.5 µM. 360,000 compounds, 0.19% hits. AID 624377; in the data active = inhibition above about 25%;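 note: 0% = vehicle with enzyme and substrate and 100% = no enzyme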
# PLCg1 inh: PLC-gamma1 (human) inhibition, primary screen. P19174. purified PLC-gamma1, fluorogenic substrate, fluorescence. inhibition, % at 12.2 µM. 370,000 compounds, 0.84% hits. AID 720700; in the data active = inhibition above about 9.5%
# DDE Tn6 FP inh: DD(E)-Tn6 binding inhibition, primary FP screen; Fibrin DD(E) TRITC-Tn6 fluorescence polarization displacement; AID 720509; 370,000 compounds, 0.21% hits; inhibition, % at 8.3 µM; P02675;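 active = inhibition above a per-campaign cutoff: mean of compounds within control limits plus 3 SD, cut at about 15% in these data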;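 note: 0% = median of all compound wells on the plate and 100% = blocking peptide control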
# LEDGF integ inh: blocks HIV-1 LEDGF/p75-dependent DNA integration | TR-FRET IN-LEDGF/p75 DNA integration, Eu/Cy5 | inhibition, % at 3.7 µM | 370,000 compounds, 0.64% hits;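 active = inhibition above the screen-wide mean plus 3 SD, cut at about 13% in these data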;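 note: signal is the Cy5 over europium emission ratio at 671 and 618 nm; 0% = plate median of compound wells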
# Numbers without * were called inactive; . = no result given; & = joins results of further samples.
# Below each compound: ARFGAP1 inh	Tn7 DDE FP	PLCg1 inh	TDP2 absorb	ADAM10 inh	ASAP1 inh	DDE Tn6 FP inh	ADAM17 inh	proKLK7 act	LEDGF integ inh
CCOC(=O)C1(C)CCCN(C(=O)c2ccc3ccccc3c2)C1 (configuration not stated)
  0	1	3	-12	-2	7	2	0	0.7	5
O=C(O)C1CC(O)CN1C(=S)Nc1ccccc1 (configuration not stated)
  2	10	2	7	2	-6	3	1	-0.2	2
O=C(NCc1cccnc1)c1cccc(S(=O)(=O)NCc2ccccc2)c1
  -4	-7	-1	9	0	-11	1	-3	0.4	3
Cc1cccc(NC(=O)NCCc2c[nH]c3ccccc23)c1
  1	4	2	5	8	7	-3	2	-0.1	-3
c1ccc(CN2CCN(c3ncnc4c3[nH]c3ccccc34)CC2)cc1
  -3	-9	-56	-21	-159	17	-10	-52	3.7	0
O=C(Nc1ccc(Br)cc1)OC1CC2CC1[C@H]1CCCCN1[C@H]2Cc1ccccc1 (some centres not stated)
  .	1	-5	6	-2	.	0	0	-0.4	-5
CC(C)(C)C(=O)NC(=S)Nc1ccccc1N1CCCC1
  4	3	-3	17	4	10	3	1	0.0	1
O=C(O)c1cc(-c2ccc(-c3c(-c4ccc5c(c4)OCO5)noc3-c3ccsc3)cc2)nc2ccccc12
  -5	8	0	3	-14	-1	-1	-3	-0.8	4
CCN1C(=O)C(CC(=O)NC2CCCCC2)N(CC)C1=O (configuration not stated)
  3	10	0	-1	7	-13	2	2	0.0	-2
COC(=O)c1ccc(CSC2=NC[C@@H]3[C@@H]4C(=O)N(Cc5ccccc5)C(=O)[C@@H]4[C@](C)(C(=O)OC)N23)cc1
  23	3	-1	1	-12	8	2	-4	0.5	-3
Cc1ccc(NC(=O)CSCC(=O)N(C)CC(=O)Nc2ccccc2C(F)(F)F)cc1
  3	4	1	-4	-6	-3	-5	-2	-0.1	2
Cc1c(N(C)S(=O)(=O)c2cc(C(=O)Nc3ccccn3)ccc2Cl)c(=O)n(-c2ccccc2)n1C
  7	0	5	-1	-11	-9	-3	-5	0.0	-4
O=C(CSc1nc2ccccc2s1)Nc1ccc(Cl)c(S(=O)(=O)N2CCOCC2)c1
  2	-4	0	9	7	-3	-1	5	0.8	-2
Cc1ccccc1NC(=O)C(C)N1C(=O)c2ccccc2C1=O (configuration not stated)
  -4	-7	3	-9	6	10	-8	-1	0.3	2
COc1ccc(-c2cn[nH]c2-c2ccc(OC)cc2)cc1
  -6	4	6	-6	6	-10	-3	1	0.2	3
O=C(NC(=S)NC12CC3CC(CC(C3)C1)C2)c1ccc(F)cc1
  -17	-1	1	-4	2	-4	-5	-4	0.1	1
CCCCn1nnc(NC(=O)COc2cc(C)ccc2C(C)C)n1
  -4	9	2	15	-7	-2	1	2	-1.4	-5
Cc1c(S(=O)(=O)N2CCN(c3cccc(Cl)c3)CC2)c(=O)n(C)c(=O)n1C
  -6	0	-1	9	0	-6	-6	-4	0.1	1
Cn1ncc(Cl)c1C(=O)N1CCCc2ccccc21
  7	4	1	-13	7	11	4	-8	-0.2	0
COc1ccc(-c2nnc(-c3ccc(N(C)C)cc3)o2)cc1
  -5	0	-500	-19	-179	3	-3	-84	-3.8	-2
O=S(=O)(Nc1ccc(N2CCCCC2)cc1)c1ccc(F)cc1F
  -2	0	-1	2	-1	4	7	1	0.1	-3
COc1ccc2c(ccc[n+]2CC(=O)c2ccccc2)c1
  7	5	-74	16	-306	5	5	-122	1.6	-3
O=C(CCc1c[nH]c2ccccc12)NCc1ccncc1
  7	-5	-1	3	3	-8	-1	-1	0.1	-1
CCOC(=O)c1ccc(N=Cc2nc(-c3ccccc3)oc2OC(C)=O)cc1
  5	-1	5	0	-2	5	4	1	0.5	-3
Cc1cc(C)cc(N(CC(=O)NC2CCCC2)C(=O)c2csnn2)c1
  -11	5	-2	1	-8	-15	3	-2	0.2	-2
Cc1cc(C)cc(C(=O)N[C@@H](C)C(=O)N2CCC3(CC2)NCCc2[nH]cnc23)c1
  -3	-4	1	3	-4	-8	0	4	-0.3	1
CC(C)C1NC2(C(=O)c3ccccc3C2=O)C2C(=O)N(c3ccc(F)cc3)C(=O)C12 (configuration not stated)
  6	-1	-42	40*	-104	-3	3	-43	20*	39*
CCC1(C(=O)NC(=Nc2ccccc2)Nc2ccccc2)CCOC1=O (configuration not stated)
  -20	4	9	-5	-5	12	-3	0	-0.2	1
COC(=O)C1(C(=O)OC)C[C@H](/C=C/c2ccccc2)N(Cc2ccccc2OC)[C@@H]1c1cccs1
  2&1	-4&-7	-3&-5	-3&-6	-10&-3	12&2	-4&-5	-2&0	-0.2&-1.1	4&-2
Cn1c(=O)oc2cc(S(=O)(=O)NCCC(=O)N3CC=C(c4ccccc4)CC3)ccc21
  -9	1	-2	10	-4	-5	9	-3	0.2	0
COc1ccc(NC(=O)N2CCCC2C(=O)NC2CCCC2)cc1 (configuration not stated)
  15	-5	-1	-5	2	1	-3	-1	-0.3	0
COC(=O)c1ccccc1NC(=O)c1cnn2c(C(F)F)cc(C3CC3)nc12
  3	-1	4	4	-2	7	6	-1	0.3	2
CCN(Cc1ccccc1)S(=O)(=O)c1ccc(C(=O)N(CCCN(C)C)c2nc3cc(OC)ccc3s2)cc1
  0	-5	2	-2	14	-6	-3	2	0.4	3
Cc1cc(C)cc(NC(=S)N(Cc2cccc(Br)c2)CC2CCC(C(=O)O)CC2)c1 (configuration not stated)
  5	-6	-1	-26	1	-4	3	0	-0.5	5
COCCN1C(=O)N[C@@H](CCc2ccccc2)[C@H](C(C)=O)[C@H]1C
  -9	0	0	10	-4	16	10	-2	-0.1	-3
O=C(CSc1nc2ccsc2c(=O)n1Cc1ccccc1)NCC1CCCO1 (configuration not stated)
  -5	1	2	12	4	-2	0	-5	-0.7	-7
CS(=O)(=O)N1CCN(C/C=C/c2ccccc2)CC1
  9	-7	0	-4	-9	0	9	2	-0.7	-1
Cc1ccc(C(=O)NCC(=O)OCC(=O)NC2CCCCCCC2)cc1
  -17	1	-1	-6	-2	2	-8	-3	0.8	-2
COc1ccc(Cn2nnnc2C(c2ccc(N(C)C)cc2)N2CCC(C(N)=O)CC2)cc1 (configuration not stated)
  -3	6	-8	10	-9	0	1	-1	0.2	-1
COc1ccc(N2C(=O)Cc3ccccc3C2=O)cc1
  2	-2	5	2	-2	-5	4	0	0.4	1

# Structures listed above that bear a hit mark in proKLK7 act.
# Below each compound: ARFGAP1 inh	Tn7 DDE FP	PLCg1 inh	TDP2 absorb	ADAM10 inh	ASAP1 inh	DDE Tn6 FP inh	ADAM17 inh	proKLK7 act	LEDGF integ inh
CC(C)C1NC2(C(=O)c3ccccc3C2=O)C2C(=O)N(c3ccc(F)cc3)C(=O)C12 (configuration not stated)
  6	-1	-42	40*	-104	-3	3	-43	20*	39*

# The list continues:
# Below each compound: ARFGAP1 inh	Tn7 DDE FP	PLCg1 inh	TDP2 absorb	ADAM10 inh	ASAP1 inh	DDE Tn6 FP inh	ADAM17 inh	proKLK7 act	LEDGF integ inh
CC(C)C(NC(=O)OCc1ccccc1)C(=O)OCC(=O)NCc1ccco1 (configuration not stated)
  -24	-6	5	-6	12	9	-11	5	0.8	10
COC(=O)C1=C(C)N(Cc2ccc(F)cc2)C(=S)NC1c1cccc(Cl)c1 (configuration not stated)
  0	3	2	-7	16	-12	3	4	0.7	-4
O=C(Nc1ccc2c(c1)N(Cc1ccccc1)C(=O)c1ccccc1S2)NC1CC1
  18	4	-2	-4	21*	6	-4	7	-0.1	1
COc1ccc(/C=N/n2c(-c3n[nH]c4c3CCC4)n[nH]c2=S)cc1OC
  0	-2	2	-4	4	-5	6	8	-0.2	3

# Structural class, the compounds so far with an NH in an aromatic ring.
# Below each compound: ARFGAP1 inh	Tn7 DDE FP	PLCg1 inh	TDP2 absorb	ADAM10 inh	ASAP1 inh	DDE Tn6 FP inh	ADAM17 inh	proKLK7 act	LEDGF integ inh
Cc1cccc(NC(=O)NCCc2c[nH]c3ccccc23)c1
  1	4	2	5	8	7	-3	2	-0.1	-3
c1ccc(CN2CCN(c3ncnc4c3[nH]c3ccccc34)CC2)cc1
  -3	-9	-56	-21	-159	17	-10	-52	3.7	0
COc1ccc(-c2cn[nH]c2-c2ccc(OC)cc2)cc1
  -6	4	6	-6	6	-10	-3	1	0.2	3
O=C(CCc1c[nH]c2ccccc12)NCc1ccncc1
  7	-5	-1	3	3	-8	-1	-1	0.1	-1
Cc1cc(C)cc(C(=O)N[C@@H](C)C(=O)N2CCC3(CC2)NCCc2[nH]cnc23)c1
  -3	-4	1	3	-4	-8	0	4	-0.3	1
COc1ccc(/C=N/n2c(-c3n[nH]c4c3CCC4)n[nH]c2=S)cc1OC
  0	-2	2	-4	4	-5	6	8	-0.2	3
